697 NFkB inh = inhibitors of PMA/ionomycin-induced NF-kB reporter, 697 cells, primary screen, B-cell NF-kB inhibitor project, cell-based, luminescence, uHTS. 330,000 compounds, 0.33% hits. AID 435022, 2010. 697 B-cell NF-kB luciferase reporter, 16 h. inhibition, % at 4 µM; in the data active = inhibition above about 35%
CXCR6 block = CXCR6 receptor inhibitors, primary screen, cell-based, beta-arrestin, luminescence, CHO-K1 PathHunter, 1536-well | C-X-C chemokine receptor type 6 (Homo sapiens), O00574 | inhibition, % at 20 µM | 360,000 compounds, 0.36% hits | AID 602244, 2012; in the data active = inhibition above about 34%, passing the limit was not always enough;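 note: antagonist mode with CXCL16 agonist at 10 nM final; 0% = 10 nM CXCL16 with DMSO and 100% = unstimulated wells without agonist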
Target sequence (O00574 whole entry, looked up): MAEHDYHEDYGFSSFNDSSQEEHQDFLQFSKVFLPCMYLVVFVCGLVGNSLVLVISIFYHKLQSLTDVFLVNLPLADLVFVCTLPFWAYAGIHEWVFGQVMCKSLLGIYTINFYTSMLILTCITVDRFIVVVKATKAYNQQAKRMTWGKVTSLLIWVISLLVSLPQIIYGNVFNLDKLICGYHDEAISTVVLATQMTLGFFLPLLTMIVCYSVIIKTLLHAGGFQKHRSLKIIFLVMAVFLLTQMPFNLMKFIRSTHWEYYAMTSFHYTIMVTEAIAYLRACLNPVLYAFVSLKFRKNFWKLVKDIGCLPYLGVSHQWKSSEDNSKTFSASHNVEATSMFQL
UBC13 inh = UBC13 polyubiquitin chain formation inhibitors, primary screen, biochemical, TR-FRET, uHTS; inhibition, % at 20 µM; 330,000 compounds, 0.47% hits; AID 485273, 2010; in the data active = inhibition above about 45%, passing the limit was not always enough
Target sequence (P61088 whole entry, looked up): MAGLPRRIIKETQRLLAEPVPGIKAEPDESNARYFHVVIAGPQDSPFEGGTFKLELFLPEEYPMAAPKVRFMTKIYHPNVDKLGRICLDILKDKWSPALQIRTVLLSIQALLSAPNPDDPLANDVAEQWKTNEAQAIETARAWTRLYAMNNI
Jurkat NFkB inh = inhibitors of induced NF-kB luciferase reporter, primary screen, TCR NF-kB activation inhibitor project, cell-based, luminescence, uHTS; inhibition, % at 4 µM; 330,000 compounds, 0.53% hits; AID 435003, 2010; Jurkat, PMA/ionomycin-induced NF-kB luciferase reporter; in the data active = inhibition above about 50%
EBI2 block = EBI2 receptor antagonists, beta-arrestin recruitment, primary screen, cell-based, luminescence, 7a,25-OHC stimulation, uHTS | 360,000 compounds, 0.81% hits | AID 651636, 2012 | 7a,25-OHC stimulated | inhibition, % at 5 µM; in the data active = inhibition above about 38%;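 note: enzyme fragment complementation signal reports receptor beta-arrestin coupling in cells; 0% = agonist plus DMSO wells and 100% = wells without agonist; some results beyond the cut were filed as inactive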
Target sequence (P32249 whole entry, looked up, the tested form may be a part): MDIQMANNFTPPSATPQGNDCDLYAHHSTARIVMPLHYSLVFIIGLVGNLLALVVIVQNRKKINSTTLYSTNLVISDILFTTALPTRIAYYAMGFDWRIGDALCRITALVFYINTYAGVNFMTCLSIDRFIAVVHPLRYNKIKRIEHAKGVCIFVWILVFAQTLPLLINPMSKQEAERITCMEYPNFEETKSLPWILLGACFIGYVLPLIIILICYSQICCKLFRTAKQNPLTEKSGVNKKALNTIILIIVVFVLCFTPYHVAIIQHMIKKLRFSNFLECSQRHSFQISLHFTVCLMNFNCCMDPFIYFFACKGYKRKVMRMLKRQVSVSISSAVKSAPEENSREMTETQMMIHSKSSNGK
APJ antag = antagonists of human apelin receptor APJ, primary screen, CHO-K1 cells, beta-arrestin complementation, luminescence | P35414 | 330,000 compounds, 0.32% hits | inhibition, % at 20 µM;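 active = inhibition above about 40% at 20 µM, limit read from the data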;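 note: cells challenged with 10 nM apelin-13 agonist together with compound; plate controls were apelin-13 plus DMSO wells for no effect and DMSO wells lacking apelin-13 for full effect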
CCR6 antag = CCR6 receptor antagonists, primary screen, cell-based, CHO-K1, luminescence, beta-arrestin, uHTS. C-C chemokine receptor type 6 (Homo sapiens), P51684. CHO-K1 CCR6 PathHunter beta-arrestin, CCL20-stimulated. inhibition, % at 20 µM. 340,000 compounds, 0.49% hits;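 active = compounds whose inhibition of the agonist-driven luminescence signal at 20 µM reaches about 50%, limit read from the data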;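 note: cells stimulated with CCL20 at 14 nM final; plate controls were DMSO with CCL20 for no effect and DMSO without agonist for full effect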
Gli-Sufu block = Gli-Sufu pathway antagonists, primary screen, luciferase luminescence, Sufu-KO-LIGHT cells, uHTS; AID 588413, 2011; Sufu-KO-LIGHT fibroblasts, Gli luciferase reporter luminescence; inhibition, % at 5 µM; 340,000 compounds, 0.74% hits;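 active = inhibition above about 55%, limit read from the data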;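 note: 0% = DMSO-treated cells and 100% = wells with medium but no cells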
Starred values were filed as active, the others as inactive; nt = no result given.

Screens by letter – A = 697 NFkB inh; B = CXCR6 block; C = UBC13 inh; D = Jurkat NFkB inh; E = EBI2 block; F = APJ antag; G = CCR6 antag; H = Gli-Sufu block
SMILES: O=C(Nc1cccc(S(=O)(=O)NC2=NCCC2)c1)c1cc(Cl)ccc1[N+](=O)[O-]
  A = 9; B = -6; C = -6; D = 4; E = 3; F = -7; G = -9; H = -5
SMILES: Cc1c(C)c2ccc(OCC(=O)N(C)C3CCS(=O)(=O)C3)c(C)c2oc1=O (stereo unspecified)
  A = 15; B = -4; C = 0; D = -8; E = 5; F = 12; G = 10; H = -15
SMILES: Cc1cc(C)n2cc(CSc3nnnn3-c3ccccc3C)nc2n1
  A = 5; B = 5; C = 5; D = -7; E = -7; F = -3; G = 9; H = 2
SMILES: COc1cc(S(=O)(=O)Nc2ccc(C)cc2)ccc1N=Cc1c(C)c(C#N)c(=O)n(C)c1O
  A = 3; B = 7; C = -8; D = 0; E = -7; F = 8; G = -19; H = 0
SMILES: CCOc1ccc(OCC)c(NC(=O)CCS(=O)(=O)c2ccc(Br)s2)c1
  A = -3; B = -2; C = 9; D = -8; E = -3; F = -7; G = 1; H = 7
SMILES: CN(C)CCNc1nc(-c2ccccc2)c2c(c1C#N)CC(C)(C)OC2
  A = 8; B = 3; C = 4; D = -4; E = 2; F = -18; G = 0; H = 31
SMILES: Cn1c(SCc2cccc3ccccc23)nnc1-c1ccco1
  A = -4; B = 0; C = 4; D = -20; E = 3; F = 11; G = 1; H = -3
SMILES: Cc1cccc(OCc2nc(-c3ccccn3)n[nH]2)c1
  A = -21; B = -7; C = -22; D = 3; E = 1; F = 2; G = 16; H = -7
SMILES: CCOc1cc(C(c2c(O)nc(SC)[nH]c2=O)c2c(O)nc(SC)[nH]c2=O)ccc1O
  A = -7; B = 0; C = -9; D = -31; E = -7; F = -14; G = 2; H = 0
SMILES: COC(=O)c1c(C(=O)OC)c(-c2cccc(C)c2)n2c1CS(=O)(=O)C2
  A = 0; B = -9; C = 5; D = -4; E = -7; F = 5; G = 11; H = 12
SMILES: C=CCOc1c(Br)cc(CNn2c(C)n[nH]c2=S)cc1OC
  A = -30; B = -1; C = -5; D = -4; E = 1; F = 8; G = -4; H = -30
SMILES: O=C(COc1cccc2ccccc12)Nc1cc(Cl)ccc1C(=O)O
  A = 20; B = -7; C = -4; D = 15; E = -3; F = 2; G = -7; H = 20
SMILES: COC(=O)C1=C(C)N(c2cccc(Cl)c2)C(=O)C1
  A = -1; B = 6; C = -5; D = -4; E = 3; F = -4; G = -22; H = 0
SMILES: O=S1(=O)CCN(c2ccccc2CC(c2c[nH]c3ccccc23)c2c[nH]c3ccccc23)CC1
  A = nt; B = -5; C = nt; D = nt; E = 12; F = nt; G = 0; H = 1
SMILES: CC1=C(C(=O)OCCc2ccccc2)C(c2ccsc2)NC(=O)N1C (stereo unspecified)
  A = -15; B = 4; C = -3; D = -9; E = 3; F = 5; G = 13; H = 3
SMILES: NC(=O)c1cccnc1OCC(F)(F)F
  A = 12; B = 4; C = 2; D = -2; E = 1; F = 15; G = -7; H = 1
SMILES: Cc1cc(C(=O)NCCCN2CCN(C3CCCCC3)CC2)n(-c2ccccc2)n1
  A = -10; B = -2; C = 6; D = 0; E = -1; F = -1; G = 5; H = 8
SMILES: COc1ccc(-n2c(=O)c3ccccc3n(CC(=O)Nc3ccccc3OC)c2=O)cc1
  A = 5; B = 0; C = -3; D = -11; E = 1; F = 10; G = 8; H = 1
SMILES: CNC(=S)N/N=C(\C)c1ccc(-n2ccnc2)cc1
  A = 6; B = -18; C = 3; D = 14; E = -13; F = 7; G = -22; H = 4
SMILES: Cc1ccc(C(=O)CN2C(=O)NC3(CCc4ccccc43)C2=O)c(C)c1 (stereo unspecified)
  A = -7; B = -3; C = -2; D = 9; E = 2; F = -9; G = 5; H = -1

Profiles from above:
O=C(COc1cccc2ccccc12)Nc1cc(Cl)ccc1C(=O)O reads 697 NFkB inh: 20; CXCR6 block: -7; UBC13 inh: -4; Jurkat NFkB inh: 15; EBI2 block: -3; APJ antag: 2; CCR6 antag: -7; Gli-Sufu block: 20
Cc1cc(C(=O)NCCCN2CCN(C3CCCCC3)CC2)n(-c2ccccc2)n1 reads 697 NFkB inh: -10; CXCR6 block: -2; UBC13 inh: 6; Jurkat NFkB inh: 0; EBI2 block: -1; APJ antag: -1; CCR6 antag: 5; Gli-Sufu block: 8
O=S1(=O)CCN(c2ccccc2CC(c2c[nH]c3ccccc23)c2c[nH]c3ccccc23)CC1 reads 697 NFkB inh: nt; CXCR6 block: -5; UBC13 inh: nt; Jurkat NFkB inh: nt; EBI2 block: 12; APJ antag: nt; CCR6 antag: 0; Gli-Sufu block: 1

Next section.
Screens by letter – A = 697 NFkB inh; B = CXCR6 block; C = UBC13 inh; D = Jurkat NFkB inh; E = EBI2 block; F = APJ antag; G = CCR6 antag; H = Gli-Sufu block
SMILES: CCn1ccnc1[C@@H]1C[C@H]2CN(Cc3cccc(Cl)c3)C(=O)[C@]23CCCN13
  A = 1; B = 5; C = 5; D = 3; E = -1; F = 3; G = -1; H = 11
SMILES: CCOC(=O)c1c(O)c2cc(Cl)ccc2n(CC)c1=O
  A = 17; B = 4; C = 4; D = -18; E = 3; F = -17; G = -7; H = -6
SMILES: CCCNS(=O)(=O)c1cc2c3c(c1)C(C)C(=O)N3CCC2 (stereo unspecified)
  A = 1; B = 3; C = 4; D = 3; E = -10; F = -6; G = 6; H = 1
SMILES: Cc1ccc(S(=O)(=O)c2nc(-c3ccccc3)oc2NCCCN2CCOCC2)cc1
  A = nt; B = 13; C = nt; D = nt; E = 10; F = nt; G = 13; H = 2
SMILES: COc1ccccc1NC(=O)Cc1nnc(SCC(=O)Nc2ccc(F)cc2F)n1C
  A = 11; B = -4; C = 7; D = 11; E = 4; F = 4; G = 7; H = 30
SMILES: Cc1cccc(NC(=O)COC(=O)c2cccc3c2C(=O)c2ccccc2C3=O)c1C
  A = -25; B = -16; C = -18; D = 4; E = 24; F = -46; G = -1; H = 9
SMILES: O=C(CSc1n[nH]c(-c2ccccc2)n1)N1CCOCC1
  A = -3; B = -4; C = 3; D = -2; E = 0; F = 6; G = -1; H = 2
SMILES: CC[n+]1c(/C=C/N(C)c2ccccc2)oc2ccccc21
  A = 16; B = 7; C = 1; D = 60*; E = -8; F = -11; G = -1; H = 85*
SMILES: O=C(CSC1=NCCS1)NC(c1ccccc1)c1ccccc1
  A = 14; B = 3; C = 25; D = -3; E = 31; F = 10; G = 14; H = 3
SMILES: Cc1cc(/C=N/NC(=O)CC2(C)OCCO2)c(C)n1-c1cc(Cl)cc(Cl)c1
  A = -6; B = 2; C = -10; D = 4; E = -9; F = -17; G = 23; H = -1
SMILES: COc1ccc(N=C2C=CC(=O)O2)cc1
  A = nt; B = 6; C = nt; D = nt; E = -4; F = nt; G = 19; H = 1
SMILES: C=CCN(C(=O)c1csnn1)C(C(=O)NC1CCCCC1)c1ccc(Cl)cc1 (stereo unspecified)
  A = -1; B = 8; C = -4; D = 2; E = 4; F = -3; G = 13; H = -8
SMILES: O=C(N/N=C/c1ccc(OC(=O)c2ccc3c(c2)OCO3)cc1)c1cncc(Br)c1
  A = -17; B = 4; C = 2; D = -12; E = 3; F = -5; G = 17; H = 2
SMILES: O=C(Nc1ccc(N2CCOCC2)c2nonc12)C1CCCC1
  A = -13; B = 8; C = -36; D = -17; E = 0; F = 10; G = -2; H = -17
SMILES: O=C(c1ccc(Br)o1)N1CCN(CCOc2ccccc2)CC1
  A = 8; B = -5; C = 9; D = 11; E = 2; F = 7; G = 5; H = -7
SMILES: CSc1nsc(SCCN2C(=O)c3ccccc3C2=O)n1
  A = -27; B = 2; C = 3; D = -12; E = 2; F = 3; G = 9; H = 6
SMILES: Cc1ccc(NS(=O)(=O)c2c(C(=O)N3CCCCCC3)c(C)n(C)c2C)c(Cl)c1
  A = -5; B = -1; C = -14; D = 10; E = 6; F = -4; G = 16; H = -10
SMILES: CCCCNS(=O)(=O)c1ccc2nc(SCC(=O)Nc3cccc(F)c3)[nH]c2c1
  A = 5; B = 5; C = 3; D = -2; E = 0; F = 3; G = 18; H = -3
SMILES: O=C(CC(C(=O)N1CCc2ccccc21)n1ccnc1)N1CCc2ccccc2C1 (stereo unspecified)
  A = 7; B = -5; C = 5; D = 1; E = 0; F = 1; G = 10; H = 3
SMILES: Cc1cc(C(C)(C)C)cc(S(=O)(=O)NCCc2ccncc2)c1C
  A = -17; B = 7; C = 2; D = -15; E = 4; F = -7; G = -3; H = 1
SMILES: N#Cc1ccc(/C=C\c2nccc3c2[nH]c2ccccc23)cc1
  A = -5; B = -9; C = 3; D = -4; E = 48*; F = -11; G = -13; H = -5
SMILES: COCc1nnc(NC(=O)CS(=O)(=O)Cc2ccccc2)s1
  A = -3; B = -1; C = 1; D = 3; E = -5; F = 7; G = 4; H = -2
SMILES: CN(CCc1ccccn1)C(=O)c1cccnc1Oc1ccccc1
  A = 3; B = 12; C = 9; D = -4; E = 4; F = 13; G = 4; H = 3
SMILES: Cc1cccc(OCC(=O)Nc2ccc3c(c2)OCO3)c1C
  A = -3; B = -4; C = -6; D = -17; E = 1; F = -11; G = -1; H = 14
SMILES: CCOc1ccc(C(CC(=O)O)NC(=O)Cc2ccc(Cl)cc2)cc1 (stereo unspecified)
  A = -14; B = -1; C = -2; D = -24; E = -6; F = 2; G = -1; H = 2
SMILES: CN(C(=O)c1ccc(NC(=O)Cc2ccccc2)cc1)c1ccccc1
  A = 15; B = -8; C = 2; D = 6; E = -6; F = -1; G = 2; H = -7
SMILES: CN1C(=O)NC(c2cccc([N+](=O)[O-])c2)C2=C1CC(C)(C)CC2=O (stereo unspecified)
  A = -17; B = -8; C = -4; D = -2; E = 0; F = 3; G = 7; H = 0
SMILES: COc1ccc(N2C(=O)CC(N3CCN(S(=O)(=O)c4ccc(Cl)cc4)CC3)C2=O)cc1 (stereo unspecified)
  A = 20; B = 3; C = -4; D = -6; E = -7; F = -14; G = 8; H = -7
SMILES: COc1cc(S(=O)(=O)NCC2CCCO2)c(OC)cc1Cl (stereo unspecified)
  A = -30; B = 3; C = 2; D = -4; E = -6; F = -11; G = 5; H = -7
SMILES: CC1CN(C(=O)CCN2C(=O)c3ccccc3C2=O)CC(C)O1 (stereo unspecified)
  A = 20; B = 0; C = 1; D = 6; E = -11; F = -6; G = 1; H = 0
SMILES: CCCn1cnc2cc(NC(=O)c3ccco3)ccc21
  A = -55; B = -10; C = -1; D = -69; E = -8; F = 8; G = 10; H = -63
SMILES: Cc1cc2nc3c(nc2cc1C)C1(C(=O)N(C)C)CCC3(C)C1(C)C (stereo unspecified)
  A = -5; B = -4; C = -7; D = -15; E = -6; F = -2; G = -6; H = -5
SMILES: COc1ccc2oc(=N)c(C(=O)Nc3cccc(C)c3C)cc2c1
  A = -120; B = 1; C = 0; D = -78; E = 13; F = -8; G = 8; H = -75
SMILES: CC(C)(C)C(=O)N1CCN(c2ccnc3cc(Cl)ccc23)CC1
  A = 18; B = -17; C = -10; D = 13; E = 9; F = 5; G = 3; H = 32
SMILES: O=C(N/N=C/c1ccc(Cl)cc1Cl)Nc1ccccc1
  A = -27; B = -5; C = -2; D = -19; E = 15; F = -9; G = 14; H = -22
SMILES: CCCCN(C(=O)c1cc(=O)[nH]c2ccccc12)c1c(N)n(CCCC)c(=O)[nH]c1=O
  A = 0; B = -9; C = 0; D = 18; E = 6; F = -36; G = 15; H = 7

Screening data from PubChem BioAssay.
